STAT3 blocker = IL-6 driven STAT3 reporter inhibitors, primary screen, U3A cells, luciferase, luminescence, MLSCN library. IL-6 STAT3-luciferase reporter; host cell line lacks STAT1. inhibition, % at 5.5 µM. hit rate 0.89% among 190,000;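 active = inhibition above the mean inhibition across all screened compounds plus 3 SD, cut at about 44% in these data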;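 also: 0% = DMSO only wells and 100% = 100 µM nifuroxazide control wells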
ROMK primary = ROMK potassium channel modulators, primary screen, cell-based, thallium flux, MLSMR library; ATP-sensitive inward rectifier potassium channel 1 (Homo sapiens), P48048; Tet-inducible ROMK, thallium flux fluorescence; actives lie on both sides; B-score at 10 µM; hit rate 2% among 130,000; AID 1918, 2009;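 active = signal ratio slope over the read window, or its plate-corrected B-score, at least 3 SD from the plate mean, either direction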;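 also: B-score of the F/F0 ratio slope over 7 to 12 s after thallium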
Target sequence (P48048 whole entry, looked up): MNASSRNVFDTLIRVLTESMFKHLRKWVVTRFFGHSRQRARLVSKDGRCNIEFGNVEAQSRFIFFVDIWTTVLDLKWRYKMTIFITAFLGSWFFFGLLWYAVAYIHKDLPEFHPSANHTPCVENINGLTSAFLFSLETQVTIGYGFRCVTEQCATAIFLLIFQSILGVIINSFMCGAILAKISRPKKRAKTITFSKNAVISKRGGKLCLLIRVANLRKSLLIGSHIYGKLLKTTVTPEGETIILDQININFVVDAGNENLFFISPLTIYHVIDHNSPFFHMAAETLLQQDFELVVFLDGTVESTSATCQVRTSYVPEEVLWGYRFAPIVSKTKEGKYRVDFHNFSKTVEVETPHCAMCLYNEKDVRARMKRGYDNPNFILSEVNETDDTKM
bIAP inh = bovine intestinal alkaline phosphatase inhibitors, primary screen, selectivity assay for TNAP inhibitor project, biochemical, bovine IAP, CDP-star luminescence. alkaline phosphatase, intestinal [Bos taurus]. purified bovine IAP, 30 min. 190,000 tested, under 10 active. inhibition, % at 20 µM. AID 1019, 2008;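 active = over 50% inhibition of intestinal alkaline phosphatase at 20 µM in the single-dose screen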
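Assay system – bovine IAP enzyme · Quantity – bovine IAP at 1/65,000,000 final dilution · Detection – CDP-star luminescence signal · Times – 30 min reaction at room temperature · Also added – CDP-star substrate at 30 µM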
PPARg SRC-2 ag = agonists of PPARg-SRC-2 recruitment, primary screen, biochemical, HTS; PPARgamma LBD-SRC-2 recruitment; activation, % at 8 µM; hit rate 0.34% among 200,000; AID 1032, 2008; in the data active = activation above about 22%;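 also: 0% = vehicle and 100% = reference agonist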
STAT1 inh = STAT1 signaling inhibitors, primary screen, cell-based, HTS, luciferase reporter; NIH 3T3 STAT1-luciferase reporter, IFN-gamma, luminescence; inhibition, % at 5.5 µM; hit rate 0.35% among 200,000; AID 920, 2007;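 active = inhibition above a set limit, the mean inhibition across all tested compounds plus 3 SD, cut at about 34% in these data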;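 also: 0% = IFN-gamma with DMSO and 100% = IFN-gamma with 300 µM nifuroxazide; values of inactives mirror those of a sister screen read the other way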
SRC2 TRFRET art = TR-FRET signal artefacts, primary screen, artefact control for PPARgamma SRC-2 agonist project, biochemical | hit rate 0.4% among 200,000 | TR-FRET artefact counter-screen; hits give high values | TR-FRET ratio at 8 µM; in the data active = TR-FRET ratio above about 2000; also: inactives centre near 1500
bIAP act = bovine intestinal alkaline phosphatase activators, primary screen, biochemical, bovine IAP, CDP-star luminescence; purified bovine IAP, 30 min; hits give high values; fold of DMSO-control signal, blank-subtracted; alkaline phosphatase, intestinal [Bos taurus]; hit rate 0.17% among 200,000; activation factor at 20 µM;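 active = activation factor of 2 or more at 20 µM, a signal rise over negative controls twice the positive control's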
PPARg SRC-1 ag = PPARgamma agonists recruiting SRC-1 coactivator, primary screen, biochemical; Peroxisome proliferator-activated receptor gamma (Homo sapiens), P37231; PPARgamma-SRC-1 coactivator recruitment biochemical assay; activation, % at 8 µM; hit rate 0.41% among 200,000; AID 631, 2007; in the data active = activation above about 19%;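 also: 0% = DMSO and 100% = reference agonist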
STAT3 act = IL-6 driven STAT3 reporter potentiators, primary screen, U3A cells, luciferase, luminescence, MLSCN library | IL-6 STAT3-luciferase reporter; 100% = signal with IL-6 EC80 alone | activation (% of control), % at 5.6 µM | hit rate 0.91% among 190,000;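 active = activation above the screen-wide mean of compound activation plus 3 SD, cut at about 130% in these data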;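 also: 0% = background luminescence of wells with medium and substrate only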
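Material: STAT3-luciferase reporter U3A cells; Probe or stimulus: IL-6 (33 ng/mL); Incubation: compound pre-incubation 1 h before IL-6, then 6 h stimulation at 37 °C; Technique: luminescence from STAT3-driven luciferase reporter; Evaluation: % activation versus median of IL-6-stimulated wells; Controls: IL-6-only high control.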
PPARg SRC-3 ag = PPARgamma agonists recruiting SRC-3 coactivator, primary screen, biochemical. Peroxisome proliferator-activated receptor gamma (Homo sapiens), P37231. biochemical PPARgamma/SRC-3 coactivator recruitment assay. activation, % at 8 µM. hit rate 0.26% among 200,000. AID 731, 2007; in the data active = activation above about 23%;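 also: 0% = DMSO and 100% = reference agonist; some compounds past the cut are filed as inactive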
TNAP act hi DEA = TNAP activators at high phosphate acceptor level, primary screen, biochemical, luminescence, uHTS; activation factor at 20 µM; 200,000 tested, under 10 active; purified TNAP, CDP-star luminescence, 1 M DEA, 30 min; hits give high values; 0 = EDTA background, 1 = DMSO-only activity;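 active = activation factor at least 2 at 20 µM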
Target sequence (P05186 whole entry, looked up): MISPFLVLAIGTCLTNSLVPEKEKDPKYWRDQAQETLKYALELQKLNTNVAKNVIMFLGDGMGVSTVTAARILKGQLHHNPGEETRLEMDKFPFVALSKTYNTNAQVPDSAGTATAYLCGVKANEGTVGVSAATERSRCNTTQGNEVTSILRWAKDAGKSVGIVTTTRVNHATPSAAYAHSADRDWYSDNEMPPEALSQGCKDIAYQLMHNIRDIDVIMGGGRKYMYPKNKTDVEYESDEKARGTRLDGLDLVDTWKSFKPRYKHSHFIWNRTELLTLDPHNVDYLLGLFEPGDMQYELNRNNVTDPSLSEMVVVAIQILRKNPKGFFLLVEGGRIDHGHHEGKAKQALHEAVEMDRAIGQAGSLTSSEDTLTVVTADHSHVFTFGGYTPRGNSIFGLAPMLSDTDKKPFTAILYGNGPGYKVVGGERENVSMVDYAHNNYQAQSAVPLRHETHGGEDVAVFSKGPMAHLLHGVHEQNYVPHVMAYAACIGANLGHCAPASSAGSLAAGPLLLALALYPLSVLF
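Dosing: 20 µM single point. System: human TNAP. Amount: TNAP 1/800 final. Incubation: 30 min, room temperature. Read-out: TNAP activation factor scaled between EDTA and DMSO control wells. Signal: luminescence from CDP-star hydrolysis. Medium: 1 M DEA, pH 9.8, Mg2+, Zn2+. Control set: EDTA negative control, DMSO positive control.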
Numbers without * were called inactive; nt = no result given.

SMILES	STAT3 blocker	ROMK primary	bIAP inh	PPARg SRC-2 ag	STAT1 inh	SRC2 TRFRET art	bIAP act	PPARg SRC-1 ag	STAT3 act	PPARg SRC-3 ag	TNAP act hi DEA
CC1=NN(c2ccccc2)C(=O)/C1=C/c1c(O)n(-c2ccc(F)cc2)[nH]c1=O	-29	nt	31	6	-58	1822	0.7	11	119	0	0.9
Cc1ccc(C)c(CN2C(=O)COc3ccc(C(=O)c4ccccc4C(=O)O)cc32)c1	10	-0.22	4	17	2	1623	1	6	94	6	1
CC1CCc2nc(NC(=O)Nc3ccc4c(c3)OCO4)sc2C1 (stereo unspecified)	8	nt	-7	-3	-29	1622	1.1	5	93	-2	1.1
C=CCS/C(=N\n1cnc2ccccc2c1=O)N(CC)CC	-5	1.1	-2	1	0	1351	1	-8	110	-4	1
CC1Oc2ccccc2OC1(O)c1ccc2ccccc2n1 (stereo unspecified)	13	nt	4	-2	3	1517	1	2	89	2	1
COCc1cc(C)n(CC(=O)N/N=C/c2ccc(-c3ccc(Cl)c(C(=O)O)c3)o2)c(=O)c1C#N	-31	nt	11	-7	-12	1687	0.9	8	129	-5	1
CC(C)c1ccc(NC(=O)CN(Cc2ccccc2)S(C)(=O)=O)cc1	3	0.31	-4	3	-6	1446	1	-6	101	14	1
CC(Nc1ccc2c(c1)OCCO2)C(=O)Nc1ccc2c(c1)OCO2 (stereo unspecified)	4	-0.18	14	-5	3	1486	0.9	-10	99	4	1
O=C(CCC1CCCN(C(=O)C2=CCCC2)C1)N1CCN(c2ccccn2)CC1 (stereo unspecified)	18	nt	-7	4	14	1670	1.1	10	87	5	1
CC1CCCC(C)N1C(=O)Cn1cnc2cc([N+](=O)[O-])ccc2c1=O (stereo unspecified)	-4	-0.52	4	9	-4	1449	1	-1	103	6	1
COC(=O)C(CC(=O)c1ccc(Br)cc1)n1ccnc1 (stereo unspecified)	12	nt	4	3	6	1590	1	3	92	13	1
O=S(=O)(Nc1ccc(-n2cccc2)cc1)c1ccc(Cl)cc1Cl	-4	nt	9	-5	4	1501	0.9	-10	108	-6	1
Cc1ccc(Nc2cc(C)nc3nc(C)nn23)cc1	11	-0.092	8	7	1	1597	0.9	2	90	2	1.1
CC(C)CNC(=O)CC(=O)NN=C1CCCC1	3	0.03	10	1	7	1489	0.9	8	101	-1	1
CCC(C)(C)n1nnnc1C(c1cccc(C#N)c1)N1CCN(c2cccc(C)c2C)CC1 (stereo unspecified)	-8	-0.72	-1	17	3	1602	1	-1	109	4	1.1
COc1ccccc1CNC(=O)CCn1c(=O)[nH]c2ccsc2c1=O	4	-0.17	11	-5	8	1507	0.9	-6	99	-1	1
O=c1c2ccccc2nnn1CSc1nc2sc3c(c2c(=O)n1CC1CCCO1)CCC3 (stereo unspecified)	7	0.63	-3	4	-6	1451	1	0	95	-3	1.1
CCCN(C(=O)CSc1nnnn1C)c1c(N)n(Cc2ccccc2)c(=O)[nH]c1=O	2	0.95	-13	-4	0	1483	1.1	3	103	-3	1
COc1ccc2c(c1)sc(N)[n+]2Cc1cc(C)cc2cccnc12	-8	nt	13	1	7	1598	0.9	10	102	1	1
COc1cc(NC(=O)c2cc(Cl)ccc2Cl)ccc1-c1cc2ccccc2oc1=O	29	nt	4	2	-3	2091*	1	8	84	4	1
CC1CCCN(CCOCCOc2ccccc2-c2ccccc2)C1 (stereo unspecified)	-4	-1.9	5	5	-4	1624	0.9	-5	102	3	1
Cc1cc(C(F)(F)F)c2sc(N)nc2n1	22	-1.7	-3	-1	0	1565	1	12	82	2	1
COc1ccc(Cc2nnc(SCC(=O)Nc3ncc(C)s3)o2)cc1	3	nt	8	1	6	1668	0.9	-1	101	0	1
Cc1ccccc1S(=O)(=O)Cc1ccc(C(=O)NCc2ccc(F)cc2)o1	2	0.38	-2	0	15	1609	1	7	109	0	1
CCCCC(=O)NC(=S)Nc1ccc(NC(=O)C(C)C)c(OC)c1	6	-1.2	-6	2	0	1427	1.1	-12	97	-4	1
Cc1cccnc1NC(=S)NC(=O)/C=C/c1ccccc1	9	0.87	-22	6	-8	1638	1.2	-3	98	1	1
COc1ccc(C2C(C#N)C(C#N)N3CCCN23)cc1 (stereo unspecified)	9	nt	2	-8	-1	1512	1	5	96	6	1
OC1CCCCC1Sc1nc2ccccc2s1 (stereo unspecified)	-2	nt	22	10	-33	1618	0.8	-6	105	8	1
Cc1ccc(NC(=O)CCNS(=O)(=O)c2cccc3nsnc23)cc1	-3	-0.14	8	5	-1	1397	0.9	-1	106	1	1
O=C(CCC(=O)N1CCN(S(=O)(=O)c2ccc(Cl)cc2)CC1)Nc1ccc(Cl)cc1Cl	22	0.51	12	9	0	1673	0.9	6	82	8	1.1
Cn1cc(CNC(=O)/C=C/c2ccc(Cl)cc2)cn1	0	1.6	-1	0	-5	1346	1	-6	101	-1	1
COc1ccc(/C=N/Nc2nonc2N)cc1	6	nt	1	-4	-16	1544	1	-5	98	-11	1
Cc1ccc(Oc2nnc(-c3ccccc3)cc2C#N)cc1	21	nt	1	1	-1	1587	1	4	89	-6	1
CC(NC(=O)c1ccccc1Cl)C1COc2ccccc2O1 (stereo unspecified)	8	nt	-11	9	-10	1698	1.1	2	97	13	1.1
Cn1c(O)c(N=NC(=S)Nc2ccccc2F)c2cc(S(=O)(=O)N3CCOCC3)ccc21	3	0.1	5	5	-1	1515	0.9	13	99	1	0.8
COc1ccc(C=NCCCN2CCOCC2)cc1	1	-1	7	0	-7	1545	0.9	-6	102	-3	1

Complete entries, quoted from the list. Screens in order: STAT3 blocker	ROMK primary	bIAP inh	PPARg SRC-2 ag	STAT1 inh	SRC2 TRFRET art	bIAP act	PPARg SRC-1 ag	STAT3 act	PPARg SRC-3 ag	TNAP act hi DEA
`O=c1c2ccccc2nnn1CSc1nc2sc3c(c2c(=O)n1CC1CCCO1)CCC3` (stereo unspecified) reads 7	0.63	-3	4	-6	1451	1	0	95	-3	1.1
`CCCN(C(=O)CSc1nnnn1C)c1c(N)n(Cc2ccccc2)c(=O)[nH]c1=O` reads 2	0.95	-13	-4	0	1483	1.1	3	103	-3	1
`COCc1cc(C)n(CC(=O)N/N=C/c2ccc(-c3ccc(Cl)c(C(=O)O)c3)o2)c(=O)c1C#N` reads -31	nt	11	-7	-12	1687	0.9	8	129	-5	1

The listing continues:
SMILES	STAT3 blocker	ROMK primary	bIAP inh	PPARg SRC-2 ag	STAT1 inh	SRC2 TRFRET art	bIAP act	PPARg SRC-1 ag	STAT3 act	PPARg SRC-3 ag	TNAP act hi DEA
O=C(CCCn1c(=O)[nH]c2cc(Cl)ccc2c1=O)N1CCN(c2ccc([N+](=O)[O-])cc2)CC1	7	nt	4	-6	1	1510	1	3	102	8	1
COc1ccc(C2Nc3ccccc3C(=O)N2Cc2ccco2)cc1COc1ccccc1F (stereo unspecified)	12	0.58	9	15	5	1686	0.9	4	90	2	1
Cc1cc(C)n(-c2nc3ccccc3nc2N2CCCC2)n1	8	nt	7	9	4	1544	0.9	5	94	17	1
CN(c1ccc(C(=O)Nc2cccnc2)cc1)S(C)(=O)=O	10	nt	18	6	-2	1601	0.8	4	94	9	1
O=C(NCCOc1nc(N2CCOCC2)nc(N2CCOCC2)n1)Nc1ccccc1	12	nt	-5	3	-3	1697	1	10	92	7	1
CCOCCCNC(=O)C(NC(=O)CNC(=O)c1ccccc1)c1ccccc1 (stereo unspecified)	8	0.099	38	2	0	1470	0.6	1	98	-6	1
O=C(Cn1cnc2ccccc2c1=O)N1CCc2ccccc2C1	4	-0.27	-31	-2	2	1343	1.3	-3	98	-3	1
CCC1(C)Cc2ccccc2C(=S)N1 (stereo unspecified)	2	0.45	-8	5	-5	1520	1.1	-2	103	5	1
Cc1ccc(S(=O)(=O)N2CCC(=O)N(C(COCc3cccc(C(F)(F)F)c3)C(C)C)CC2)cc1 (stereo unspecified)	-8	-0.1	11	-8	1	1434	0.9	-1	104	-2	1
Cc1ccc(CN2C(=O)C(C)Oc3ccccc32)cc1 (stereo unspecified)	3	-0.57	16	18	0	1470	0.8	8	100	7	1
O=C(C(NS(=O)(=O)c1cccs1)c1ccccc1)N1CCN(c2ccccc2)CC1 (stereo unspecified)	-1	nt	3	0	8	1878	1	4	103	17	1
Cc1ccc(N(CC(=O)N2CCOCC2)S(C)(=O)=O)cc1	2	-0.037	-14	-4	1	1366	1.1	-6	99	-2	1
COc1ccc(S(=O)(=O)Cc2ccc(C(=O)NCc3cccs3)o2)cc1	4	nt	12	4	-2	1618	0.9	2	104	8	1.1
CCNS(=O)(=O)c1ccc(NC(=O)Nc2cccc(C(F)(F)F)c2)cc1	2	-0.74	36	7	4	1641	0.6	-5	101	-9	1
C=CCSC(=C(C#N)C#N)c1cc2c([nH]1)CCCC2	17	nt	nt	-1	6	1443	0.5	-5	87	7	0.9
CCOc1cc(CNC(C)C)c(Cl)cc1OCC(=O)NCCc1ccccc1	-5	-0.069	-3	-1	-1	1541	1	6	105	-1	1
CCOC(=O)CC1(C)OCC(C[N+]2(C)CCCCC2)O1 (stereo unspecified)	6	nt	-3	8	6	1611	1	4	96	3	1
CCCCOC(=O)Nc1nc2ccc([N+](=O)[O-])cc2s1	17	-0.33	7	-4	6	1684	0.9	-1	90	1	0.9
O=C(Nc1ccccc1N1CCCC1)c1cc2ccccc2o1	-60	nt	26	0	-25	1435	0.7	0	152*	4	1.1
COC(=O)[C@@]1(Cc2ccc(OC)cc2)[C@H]2c3cc(C(=O)N4CCCC4)n(CCO)c3C[C@H]2CN1C(=O)c1ccccc1	-3	1.1	11	11	1	1619	0.9	-1	100	-1	1
O=C(NCC(=O)N(c1cccnc1)C(C(=O)NCc1ccco1)c1ccccc1)c1ccco1 (stereo unspecified)	-1	nt	-2	-1	-11	1352	1	-7	106	5	1
COC(=O)C1C(=O)C2=C(CC1C)NC(C)=C(C(=O)OCCOc1ccccc1)C2c1ccc(C)o1 (stereo unspecified)	8	-4*	14	10	18	1478	0.9	-9	96	-11	1

Bioassay records deposited in PubChem BioAssay by several laboratories.
